SRC2 TRFRET art = TR-FRET signal artefacts, primary screen, artefact control for PPARgamma SRC-2 agonist project, biochemical | 200,000 tested, 0.4% active | TR-FRET artefact counter-screen; hits give high values | TR-FRET ratio at 8 µM | AID 1049, 2008; in the data active means TR-FRET ratio above about 2000; further: inactives centre near 1500
TNAP inh no acc = human TNAP enzyme inhibitors, primary screen, biochemical, luminescent, no phosphate acceptor, uHTS. Alkaline phosphatase, tissue-nonspecific isozyme (Homo sapiens), P05186. purified TNAP, CDP-star luminescence, 30 min. inhibition, % at 20 µM. 200,000 tested, 0.26% active;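 active means tissue-nonspecific alkaline phosphatase inhibition above about 50% at 20 µM in the single-dose screen, limit read from the data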;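 further: 0% = DMSO negative control and 100% = EDTA positive control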
Target sequence (P05186 whole entry, looked up): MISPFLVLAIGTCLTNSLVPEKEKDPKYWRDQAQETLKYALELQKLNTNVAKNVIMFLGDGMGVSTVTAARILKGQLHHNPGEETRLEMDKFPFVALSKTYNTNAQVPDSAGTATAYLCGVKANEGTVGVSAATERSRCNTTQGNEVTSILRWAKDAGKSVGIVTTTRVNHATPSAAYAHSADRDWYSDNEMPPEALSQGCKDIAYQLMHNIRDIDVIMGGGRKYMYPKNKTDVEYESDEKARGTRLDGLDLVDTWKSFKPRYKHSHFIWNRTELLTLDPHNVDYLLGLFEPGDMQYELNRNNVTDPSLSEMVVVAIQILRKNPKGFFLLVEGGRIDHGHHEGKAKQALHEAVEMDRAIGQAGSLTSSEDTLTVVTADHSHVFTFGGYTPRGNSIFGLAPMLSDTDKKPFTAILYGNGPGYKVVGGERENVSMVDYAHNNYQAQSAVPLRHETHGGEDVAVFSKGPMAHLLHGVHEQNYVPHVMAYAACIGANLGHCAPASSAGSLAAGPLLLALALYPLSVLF
bIAP activator = bovine intestinal alkaline phosphatase activators, primary screen, biochemical, bovine IAP, CDP-star luminescence | alkaline phosphatase, intestinal [Bos taurus] | purified bovine IAP, 30 min; hits give high values; fold of DMSO-control signal, blank-subtracted | activation factor at 20 µM | 200,000 tested, 0.17% active | AID 1016, 2008;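 active means activation factor of 2 or more at 20 µM, a signal rise over negative controls twice the positive control's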
bIAP inhibitor = bovine intestinal alkaline phosphatase inhibitors, primary screen, selectivity assay for TNAP inhibitor project, biochemical, bovine IAP, CDP-star luminescence; alkaline phosphatase, intestinal [Bos taurus]; purified bovine IAP, 30 min; inhibition, % at 20 µM; 190,000 tested, under 10 active;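 active means over 50% inhibition of intestinal alkaline phosphatase at 20 µM in the single-dose screen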
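System: purified bovine intestinal alkaline phosphatase (IAP) enzyme; Input: IAP diluted 1/65,000,000 in the well; Measured by: CDP-star luminescence signal; Compound dosing: 20 µM single dose; Incubation: 30 min reaction at room temperature.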
PPARg SRC2 recr = agonists of PPARg-SRC-2 recruitment, primary screen, biochemical, HTS. activation, % at 8 µM. AID 1032, 2008. 200,000 tested, 0.34% active. PPARgamma LBD-SRC-2 recruitment. Peroxisome proliferator-activated receptor gamma (Homo sapiens), P37231; in the data active means activation above about 22%;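 further: 0% = vehicle and 100% = reference agonist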
Target sequence (P37231 whole entry, looked up, the tested form may be a part): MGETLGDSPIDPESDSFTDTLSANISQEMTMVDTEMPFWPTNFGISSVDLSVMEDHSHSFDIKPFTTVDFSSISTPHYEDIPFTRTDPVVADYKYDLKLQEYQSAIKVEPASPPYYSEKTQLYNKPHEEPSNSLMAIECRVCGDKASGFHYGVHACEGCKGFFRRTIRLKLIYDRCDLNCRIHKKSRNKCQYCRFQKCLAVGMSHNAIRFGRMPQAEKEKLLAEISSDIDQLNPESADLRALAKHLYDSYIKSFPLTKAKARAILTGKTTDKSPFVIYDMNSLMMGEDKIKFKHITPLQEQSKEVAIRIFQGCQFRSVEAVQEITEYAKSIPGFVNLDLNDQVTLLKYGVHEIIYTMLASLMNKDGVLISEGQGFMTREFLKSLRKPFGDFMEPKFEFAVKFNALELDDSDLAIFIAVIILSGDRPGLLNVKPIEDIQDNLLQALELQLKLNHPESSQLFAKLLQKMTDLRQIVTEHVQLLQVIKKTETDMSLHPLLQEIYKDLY
PPARg SRC3 recr = PPARgamma agonists recruiting SRC-3 coactivator, primary screen, biochemical | Peroxisome proliferator-activated receptor gamma (Homo sapiens), P37231 | biochemical PPARgamma/SRC-3 coactivator recruitment assay | activation, % at 8 µM | 200,000 tested, 0.26% active; in the data active means activation above about 23%;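 further: 0% = DMSO and 100% = reference agonist; some compounds past the cut are filed as inactive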
PPARg SRC1 recr = PPARgamma agonists recruiting SRC-1 coactivator, primary screen, biochemical. PPARgamma-SRC-1 coactivator recruitment biochemical assay. 200,000 tested, 0.41% active. activation, % at 8 µM; in the data active means activation above about 19%;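 further: 0% = DMSO and 100% = reference agonist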
TNAP inh hiacc = human TNAP enzyme inhibitors, primary screen, biochemical, luminescent, high phosphate acceptor level, uHTS; Alkaline phosphatase, tissue-nonspecific isozyme (Homo sapiens), P05186; purified TNAP, CDP-star luminescence, 1 M DEA; 200,000 tested, 0.03% active; inhibition, % at 20 µM;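 active means over 50% inhibition of tissue-nonspecific alkaline phosphatase at 20 µM in the single-dose screen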;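 further: plate controls were DMSO wells for no effect and EDTA-quenched wells as full inhibition for full effect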
Efa HMGR inh = inhibitors of E. faecalis class II HMGR, primary screen, biochemical, Enterococcus faecalis | inhibition, % at 10 µM | 190,000 tested, 0.41% active | purified E. faecalis HMGR, NADPH absorbance 340 nm kinetic | HMG-CoA reductase (Enterococcus faecalis, mvaE) | AID 1066, 2008;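 active means inhibition above a set limit, the median over all tested compounds plus 3 SD, cut at about 9.5% in these data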;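 further: enzyme runs in reverse so mevalonate oxidation gives rising NADPH absorbance; 0% = complete reaction with DMSO and 100% = background rate lacking mevalonate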
TNAP act hi DEA = TNAP activators at high phosphate acceptor level, primary screen, biochemical, luminescence, uHTS. Alkaline phosphatase, tissue-nonspecific isozyme (Homo sapiens), P05186. activation factor at 20 µM. AID 1136, 2008. purified TNAP, CDP-star luminescence, 1 M DEA, 30 min; hits give high values; 0 = EDTA background, 1 = DMSO-only activity. 200,000 tested, under 10 active;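 active means activation factor at least 2 at 20 µM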
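Assay system: human TNAP; Input: enzyme diluted 1/800 final; Reagent: CDP-star luminogenic substrate at 100 µM final; Timing: 30 min, room temperature; Signal: luminescence; Evaluation: TNAP activation factor scaled between EDTA and DMSO control wells.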
* = called active by the depositor; / = no result given.

SMILES | SRC2 TRFRET art | TNAP inh no acc | bIAP activator | bIAP inhibitor | PPARg SRC2 recr | PPARg SRC3 recr | PPARg SRC1 recr | TNAP inh hiacc | Efa HMGR inh | TNAP act hi DEA
Cc1cc(C)n2nc(CC(=O)NC3CCCC(C)C3C)nc2n1 (stereo not drawn) | 1512 | -5 | 1 | 3 | 0 | -11 | -8 | 0 | -4 | 1
COc1ccccc1-c1c(C#N)c(N)nc2c1CCc1ccccc1-2 | 1568 | -11 | 1 | 2 | 5 | 2 | 10 | -6 | -7 | 1.1
O=C(NCc1cn(-c2ccccc2)nc1-c1ccccc1)c1ccc([N+](=O)[O-])cc1 | 1689 | -8 | 1.1 | -10 | -3 | 9 | 10 | 5 | -5 | 0.9
Cc1cc(C)n(CCc2nc(-c3ccc(-c4ccccc4)cc3)cs2)n1 | 1338 | -5 | 1 | 2 | 0 | -1 | -2 | -1 | -1 | 1
O=C(O)c1ccc(NC(=S)NC(NC(=O)c2ccco2)C(Cl)(Cl)Cl)cc1 (stereo not drawn) | 1466 | -18 | 0.9 | 5 | 3 | -3 | 4 | -6 | -3 | 1.1
Cc1onc(-c2ccccc2Cl)c1C(=O)N1CCCc2ccccc21 | 1456 | -12 | 1 | 0 | 1 | -1 | 6 | -8 | -2 | 1.1
CN(C)CCOC(=O)CC12CC3CC(C1)CC(CC(=O)OCCN(C)C)(C3)C2 | 1668 | -4 | 1.3 | -28 | 10 | -3 | 6 | -4 | 0 | 1
COc1cccc(Cn2c(NCC(C)C)nc3c2c(=O)n(C)c(=O)n3C)c1 | 1617 | 2 | 0.9 | 8 | 8 | -1 | -6 | 1 | 0 | 1
CN1C(=O)COc2ccc(C(=O)c3ccccc3C(=O)O)cc21 | 1461 | -5 | 1 | -4 | -13 | 2 | 1 | -6 | -2 | 1.1
S=C(NCCc1ccccc1)N/N=C/C1CCCCC1 | 1411 | -17 | 0.9 | 11 | -3 | 3 | 8 | -5 | 5 | 1
O=C(NCc1ccco1)c1nn(-c2ccccc2)c(=O)c2ccccc12 | 1409 | -1 | 1 | 5 | -2 | -6 | 1 | -13 | -5 | 1.1
CCc1ccccc1NC(=O)c1cc(=O)c2ccccc2o1 | 1533 | -2 | 1 | 4 | -10 | 0 | -9 | -2 | -3 | 1
CSc1nnc(Cc2ccc3c(c2)OCO3)o1 | 1641 | -11 | 0.7 | 27 | -3 | -2 | 0 | -4 | 1 | 1
CS(=O)(=O)N(CC(=O)NC1CCCC1)c1ccc(Oc2ccccc2)cc1 | 1183 | -9 | 1 | 3 | -1 | -1 | -6 | -9 | 1 | 1.1
CCCOC(=O)Nc1nc2ccccc2o1 | 1442 | -6 | 1.3 | -34 | -8 | -1 | -1 | -4 | -2 | 1
NC(=O)c1ccc(N2CCN(c3ccccc3F)CC2)c([N+](=O)[O-])c1 | 1531 | -7 | 0.8 | 16 | -4 | -3 | -1 | 3 | -2 | 1
CN1CCN(c2ccc(Cl)cc2NC(=O)c2cccc(S(=O)(=O)N(C)C)c2)CC1 | 1346 | -10 | 1.1 | -6 | 0 | -6 | 3 | -10 | -2 | 1.1
COC(c1ccccc1)c1nnc(CCC(=O)NCc2ccc3ncccc3c2)o1 (stereo not drawn) | 1443 | -9 | 1 | 2 | 2 | 1 | 3 | -1 | -1 | 1
CC(C)(C)c1ccc(OCCCC(=O)Nc2ccc(S(N)(=O)=O)cc2)cc1 | 1346 | -9 | 0.9 | 13 | 2 | 4 | 2 | 1 | -10 | 1
Cc1ccc(OCC(=O)NN=C2c3ccccc3-c3ccccc32)cc1 | 1667 | 4 | 0.9 | 8 | 7 | 9 | 10 | -3 | -6 | 1
O=C(/C=C/c1ccc2c(c1)OCO2)c1ccc(F)cc1 | 1513 | -1 | 0.8 | 16 | 4 | 1 | -3 | 3 | -9 | 1
Cc1nn(C)c(C)c1NC(=O)Nc1ccc(Cl)c(Cl)c1 | 1567 | -17 | 1 | 2 | -4 | -1 | -5 | -6 | 0 | 1.1
COc1cccc(COC(=O)c2nn(-c3ccccc3)nc2N)c1 | 1476 | -4 | 0.8 | 18 | 4 | 3 | -10 | -2 | -2 | 1
CCN(CC)CCCNC(CC(=O)Nc1cccc([N+](=O)[O-])c1)C(=O)O (stereo not drawn) | 1649 | -7 | 1 | -1 | 12 | 1 | 3 | -2 | 0 | 1
CCCCCCn1c(SCC(=O)c2c(N)n(C)c(=O)n(C)c2=O)nc2ccccc21 | 1514 | 8 | 0.6 | 43 | 4 | -7 | -1 | -5 | -1 | 1

Next section; the last five above are carried over.
SMILES | SRC2 TRFRET art | TNAP inh no acc | bIAP activator | bIAP inhibitor | PPARg SRC2 recr | PPARg SRC3 recr | PPARg SRC1 recr | TNAP inh hiacc | Efa HMGR inh | TNAP act hi DEA
O=C(/C=C/c1ccc2c(c1)OCO2)c1ccc(F)cc1 | 1513 | -1 | 0.8 | 16 | 4 | 1 | -3 | 3 | -9 | 1
Cc1nn(C)c(C)c1NC(=O)Nc1ccc(Cl)c(Cl)c1 | 1567 | -17 | 1 | 2 | -4 | -1 | -5 | -6 | 0 | 1.1
COc1cccc(COC(=O)c2nn(-c3ccccc3)nc2N)c1 | 1476 | -4 | 0.8 | 18 | 4 | 3 | -10 | -2 | -2 | 1
CCN(CC)CCCNC(CC(=O)Nc1cccc([N+](=O)[O-])c1)C(=O)O (stereo not drawn) | 1649 | -7 | 1 | -1 | 12 | 1 | 3 | -2 | 0 | 1
CCCCCCn1c(SCC(=O)c2c(N)n(C)c(=O)n(C)c2=O)nc2ccccc21 | 1514 | 8 | 0.6 | 43 | 4 | -7 | -1 | -5 | -1 | 1
COC(=O)c1sc(S(=O)(=O)Nc2ccc(C)c(C)c2)c(C(=O)OC)c1C | 1477 | -10 | 0.9 | 6 | 0 | -3 | -6 | 4 | 1 | 1
COCCCNC(=O)C1CCCN(S(=O)(=O)c2ccc(C)cc2)C1 (stereo not drawn) | 1522 | -10 | 0.9 | 6 | 9 | 0 | 0 | -5 | -5 | 1
Cc1cccc(NC(=S)NNC(=S)NCc2ccccc2)c1 | 1482 | -34 | 0.9 | 7 | -8 | -11 | -9 | -3 | -1 | 1
O=S(=O)(c1ccc(Oc2ccc(S(=O)(=O)N3CCOCC3)cc2)cc1)N1CCOCC1 | 1565 | -10 | 0.9 | 8 | 14 | 0 | 3 | -8 | 7 | 1.1
CCOc1ccccc1C(=O)NCCCN1CCN(CCCNC(=O)c2ccccc2OCC)CC1 | 1404 | -13 | 1 | -2 | 8 | -6 | 2 | -5 | -8 | 1
COCC(=O)N1CCC(Oc2ccc(C(=O)NCc3cnc(C)cn3)cc2)CC1 | 1427 | -3 | 1.3 | -26 | -5 | 4 | 3 | -3 | -5 | 1
CC(C)(C)NC(=O)c1ccc(NC(=O)C2COc3ccccc3O2)cc1 (stereo not drawn) | 1482 | -8 | 1 | 4 | -2 | -6 | -1 | -4 | 5 | 1
O=C(Nc1ccc(Br)cc1)c1ccco1 | 1582 | -5 | 0.8 | 22 | 7 | -4 | -2 | -4 | -1 | 1
COc1cc(NS(=O)(=O)N2CCCC2)cc(OC)c1OC | 1335 | -9 | 0.9 | 7 | -5 | -1 | -5 | -1 | 1 | 1
CCC(C)(C)NC(=O)CN(C(=O)c1csnn1)c1cccc2c1CCCC2 | 1446 | -12 | 1 | 3 | 1 | 0 | 0 | -1 | 2 | 1
CCCOc1ccccc1N/C(=N/c1nc(C)cc(C)n1)NC(=O)Nc1ccc(Cl)cc1 | 1389 | 0 | 0.9 | 12 | -3 | 1 | -8 | -2 | 3 | 1
Cc1cccc(N(C(=O)CNC(=O)c2ccco2)C(C(=O)NC2CCCC2)c2ccncc2)c1 (stereo not drawn) | 1615 | -2 | 0.6 | 40 | 2 | 6 | 3 | 3 | -2 | 1
COc1ccc(C)cc1NC(=O)NCCC1=CCCCC1 | 1674 | -14 | 0.9 | 10 | 13 | 17 | 1 | -4 | -5 | 1
Cc1ccc(C)c(NC(=S)NNC(=O)c2sccc2C)c1 | 1515 | -6 | 1.2 | -20 | 7 | -3 | 0 | -2 | -2 | 1
Cc1ccc(NC(=S)Nc2ccc(OC(F)F)c(Cl)c2)cc1F | 1335 | -4 | 1 | 0 | 1 | 2 | -3 | -1 | -5 | 1
CCNc1nc(Oc2ccccc2)nc(OC(C)C(=O)OCC)n1 (stereo not drawn) | 1540 | -9 | 1 | 1 | 8 | -1 | -3 | -2 | -5 | 1
COC(=O)c1ccc(CN2CCC(CO)(Cc3ccc(OC)cc3)CC2)cc1 | 1658 | -9 | 1.1 | -12 | 3 | 1 | 4 | -4 | 1 | 1
CCS(=O)(=O)N1N=C(c2ccc(NS(C)(=O)=O)cc2)CC1c1ccccc1 (stereo not drawn) | 1525 | -27 | 1.1 | -6 | 5 | -1 | 2 | 0 | 0 | 1
CC1=[N+](C)c2c(ccc3cccnc23)C1(C)C | 1326 | -51 | 1.7 | -65 | 3 | 2 | -9 | -2 | 5 | 1
Cc1c(C(=O)OC(C)C)sc(NC(=O)C2CCCO2)c1C(=O)OC(C)C (stereo not drawn) | 1397 | -8 | 1 | 0 | 11 | 13 | -3 | -6 | -2 | 1.1
CCC(=O)c1c(NC(C)C)cc(C)oc1=O | 1419 | -1 | 1 | 1 | -1 | -1 | 0 | 0 | -3 | 1
CC(C)=CCN1CCN(Cc2ccc(N3CCNC3=O)cc2)CC1CCO (stereo not drawn) | 1409 | 5 | 1.2 | -18 | -4 | -3 | 3 | 1 | -2 | 1
Cc1ccoc1C(=O)NCc1occc1C(=O)O | 1475 | -13 | 0.8 | 16 | 0 | -2 | -1 | -2 | -3 | 1
CCOc1ccc(NC(=O)COC(=O)c2cccnc2)cc1 | 1660 | -17 | 1 | 4 | 8 | 2 | 6 | -12 | -1 | 1.1
COc1cc(C(=O)N/N=C\c2ccccc2)c([N+](=O)[O-])c(OC)c1OC | 1420 | -9 | 1 | 1 | 11 | -4 | -2 | -3 | -3 | 1
CCCNC(=O)NC(C(=O)OC)C12CC3CC(CC(C3)C1)C2 (stereo not drawn) | 1574 | 0 | 1.2 | -16 | 1 | 10 | 0 | 0 | / | 1
O=c1c2cnn(-c3ccccc3)c2nc(-c2cccs2)n1-c1cccc(Cl)c1 | 1669 | -14 | 0.9 | 8 | 0 | 11 | 3 | 0 | 0 | 1
Cc1ccc(S(=O)(=O)N2CCCN(S(=O)(=O)c3ccc4ccccc4c3)CC2)cc1 | 1611 | -5 | 1 | 3 | 8 | 1 | 5 | 0 | -4 | 1

Not a hit list; any-hit rate near 1.6%.
